TRPN1 ag: zebrafish TRPN1 (NompC) channel agonism | activation, % at 3 µM | HEK293 zebrafish TRPN1-YFP, Fluo-8 calcium fluorescence; 100% = response to 87 µM carbachol | hit rate 0.18% among 220,000;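 active = activation above its plate's cutoff, the mean activation of test wells on that plate plus 3 SD, cut at about 19% in these data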;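 note: 0% = DMSO alone and 100% = 87 µM carbachol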
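Control set: carbachol 87 µM as high control, DMSO as low control; system: HEK293 stable line with zebrafish TRPN1-YFP; read-out: % activation versus carbachol response; detection: intracellular calcium fluorescence with Fluo-8; doses: single test compound dose, 3 µM nominal, 0.3% DMSO; schedule: dye 1 h 37 °C plus 30 min RT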
S1P4 antag: antagonists of human S1P4 receptor; inhibition, % at 4.98 µM; O95977; S1P4-expressing cells, antagonist mode, reporter read-out; hit rate 0.26% among 220,000; in the data active = inhibition above about 29%;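 note: 0% = wells stimulated with agonist and 100% = vehicle wells without agonist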
Target sequence (O95977 whole entry, looked up): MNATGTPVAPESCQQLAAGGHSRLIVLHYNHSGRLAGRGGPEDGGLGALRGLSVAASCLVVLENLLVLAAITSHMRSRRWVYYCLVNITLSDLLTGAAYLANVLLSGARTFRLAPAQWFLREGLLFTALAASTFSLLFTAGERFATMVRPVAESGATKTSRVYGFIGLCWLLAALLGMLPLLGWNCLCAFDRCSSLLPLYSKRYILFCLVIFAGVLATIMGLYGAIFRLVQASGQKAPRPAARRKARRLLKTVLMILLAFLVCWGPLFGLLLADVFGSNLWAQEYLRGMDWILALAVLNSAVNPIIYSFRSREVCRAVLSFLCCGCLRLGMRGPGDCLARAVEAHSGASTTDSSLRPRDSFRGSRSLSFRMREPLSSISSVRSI
Calpain2 inh: inhibitors of pig calpain II | AID 1236 | purified calpain II, fluorogenic peptide substrate, 30 min | hit rate 0.37% among 220,000 | inhibition, % at 16 µM;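 active = inhibition above about 50%, limit read from the data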
TRPML3 ag: activates the human TRPML3 channel. AID 1448. activation, % at 3 µM. HEK293 TRPML3-YFP, Fluo-8 calcium fluorescence; 100% = the carbachol control signal. hit rate 0.29% among 220,000;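 active = activation above its plate's cutoff, the mean activation of the plate's test wells plus 3 SD, cut at about 12% in these data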;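 note: 0% = DMSO only wells and 100% = carbachol wells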
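Test system – HEK293 line with stable expression of human TRPML3-YFP channel · Control set – carbachol 87 µM final as high control (100%), DMSO as low control (0%) · Signal – Fluo-8 calcium dye fluorescence, ex 470-495, em 515-575 nm · Incubation – 1-h 37 °C dye load, 5-s basal, 120-s post-compound reads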
Ba/F3 V617F tox: lowers viability of Ba/F3 cells expressing EpoR and JAK2V617F. ATP luminescence. inhibition, % at 5.6 µM. hit rate 1.1% among 220,000. AID 1446;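 active = inhibition above the campaign mean plus 3 SD over all tested compounds, cut at about 24% in these data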;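 note: cytokine-independent growth of Ba/F3 cells driven by EpoR plus mutant JAK2; 0% = DMSO-treated cells and 100% = JAK inhibitor I control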
PERK inh: inhibitors of human PERK kinase | hit rate 0.17% among 220,000 | AID 1416 | inhibition, % at 5.6 µM | Q9NZJ5 | CHO PERK-DD fusion, SEAP luminescence translation reporter;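 active = inhibition above the mean inhibition of all tested compounds plus 3 SD, set separately per screening campaign, cut at about 2.9% in these data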;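 note: PERK kinase domain activated by AP20187 dimerizer at 100 nM; 0% = DMSO with dimerizer and 100% = rapamycin at 8.4 µM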
BaF3 parental: counter-screen for JAK2V617F inhibitors: parental Ba/F3 viability inhibitors | CellTiter-Glo ATP luminescence | inhibition, % at 5.6 µM | hit rate 1.1% among 220,000;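 active = inhibition above a per-campaign cutoff, the mean inhibition of all tested compounds plus 3 SD, cut at about 27% in these data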;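 note: 0% = DMSO wells and 100% = JAK Inhibitor I control wells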
S1P4 agonist: activates the human S1P4 receptor. O95977. S1P4-expressing cell line, agonist reporter assay. activation, % at 4.98 µM. hit rate 0.35% among 220,000; in the data active = activation above about 11%;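 note: 0% = DMSO vehicle and 100% = reference agonist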
EP2 modulator: modulates human prostaglandin E2 receptor EP2 signaling; EP2-expressing cells, cAMP HTRF FRET, PGE2 co-stimulation; induction, % at 25 µM; hit rate 0.83% among 260,000; AID 940;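 active = compounds whose cAMP rise, as percent of the full-agonist control response, exceeds 60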;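 note: rat C6 glioma line stably carrying human EP2 under a CMV promoter; the protocol text gives 20 µM as final concentration; 100% = response of wells given 1 µM PGE2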
Target sequence (P43116 whole entry, looked up): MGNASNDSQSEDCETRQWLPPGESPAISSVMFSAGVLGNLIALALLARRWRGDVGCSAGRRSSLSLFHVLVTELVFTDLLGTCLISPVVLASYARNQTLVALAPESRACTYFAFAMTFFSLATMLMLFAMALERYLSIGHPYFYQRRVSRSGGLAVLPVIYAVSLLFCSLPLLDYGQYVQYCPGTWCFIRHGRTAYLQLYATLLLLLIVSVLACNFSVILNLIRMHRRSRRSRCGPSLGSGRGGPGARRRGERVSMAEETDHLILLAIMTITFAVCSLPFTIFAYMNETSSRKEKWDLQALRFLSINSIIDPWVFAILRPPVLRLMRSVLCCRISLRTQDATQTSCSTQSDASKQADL
The depositor's hits bear a star; i = inactive; & = joins results of further samples.

Preview, 3 compounds:
SMILES	TRPN1 ag	S1P4 antag	Calpain2 inh	TRPML3 ag	Ba/F3 V617F tox	PERK inh	BaF3 parental	S1P4 agonist	EP2 modulator
CS(=O)(=O)N1CCC(C(=O)N2CCC(Cc3ccccc3)CC2)CC1	-1.1	3.7	1.2	0.5	-3.2	0.5	0.4	-1.4	5.4
COC(=O)c1c(NC(=O)C2C3CCC(C3)C2C(=O)O)sc2c1CCCCC2 (configuration not stated)	-1.0	-7.2	-15.1	1.0	2.2	0.4	10.6	-2.4	5.0
CCN(CC)c1ccc(/C=N/NC(=O)c2ccccn2)cc1	-0.7	-0.1	-6.7	0.1	-1.9	-0.3	-4.2	0.8	4.0

The listing (from the top)
SMILES	TRPN1 ag	S1P4 antag	Calpain2 inh	TRPML3 ag	Ba/F3 V617F tox	PERK inh	BaF3 parental	S1P4 agonist	EP2 modulator
CS(=O)(=O)N1CCC(C(=O)N2CCC(Cc3ccccc3)CC2)CC1	-1.1	3.7	1.2	0.5	-3.2	0.5	0.4	-1.4	5.4
COC(=O)c1c(NC(=O)C2C3CCC(C3)C2C(=O)O)sc2c1CCCCC2 (configuration not stated)	-1.0	-7.2	-15.1	1.0	2.2	0.4	10.6	-2.4	5.0
CCN(CC)c1ccc(/C=N/NC(=O)c2ccccn2)cc1	-0.7	-0.1	-6.7	0.1	-1.9	-0.3	-4.2	0.8	4.0
O=C(O)CCCC(=O)Nc1cccc(-c2nc3ccccc3[nH]2)c1	-0.7	8.9	-6.5	-0.3	-4.6	0.4	1.8	-1.1	37.9
CCN(CC)S(=O)(=O)c1cccc(C(=O)OCC(=O)N2CC(=O)Nc3ccccc32)c1	1.7	-14.6	2.0	0.6	-2.6	-0.6	1.4	1.0	-6.4
COc1ccc(N2CCN(CCNS(=O)(=O)c3cccc4nsnc34)CC2)cc1	0.5	-22.2	-14.7	1.2	-5.1	0.1	4.9	2.0	-10.5
CCOC(=O)N(Cc1ccccc1)C(C(=O)O)C(C(=O)O)N(Cc1ccccc1)C(=O)OCC (configuration not stated)	0.2	-6.7	-5.2	0.2	-3.1	1.4	-1.8	0.2	-2.4
O=C(COc1ccc([N+](=O)[O-])cc1Cl)Nn1cnnc1	2.6	12.6	4.6	0.7	-3.4	1.0	6.5	0.9	1.1
C/C(CC(=O)NCCCN1CCOCC1)=N\NC(=O)COc1ccc(C)cc1	0.4	-9.0	21.2	0.5	0.1	-0.1	5.0	-1.9	8.7
Cc1cc(C)c(C(N)=O)c(Nc2cccc(Cl)c2C)n1	-0.5	-20.8	9.4	0.2	-4.4	1.3	-0.9	-2.8	-9.2
O=C(Nc1cccc(S(=O)(=O)C(F)F)c1)c1ccc(S(=O)(=O)N2CCCC2)cc1	8.0	1.2	41.5	2.8	8.5	-0.6	14.6	-3.4	-62.9
COc1ccc(Cl)cc1NC(=O)C1CCCN(S(=O)(=O)c2cccc3nonc23)C1 (configuration not stated)	-0.7	-33.0	-20.3	-0.1	-2.3	-0.1	1.7	0.2	-9.9
Cc1ccc(S(=O)(=O)N2CC3(C)CN(S(=O)(=O)c4ccc(C)cc4)CC(C)(C2)C3O)cc1 (configuration not stated)	0.0	-6.3	6.8	0.9	1.7	0.1	7.7	0.0	-2.5
Cc1cc(OCC(=O)NCCN2CCOCC2)cc(C)c1Br	-0.2	-4.0	-12.6	0.7	2.2	-0.1	0.9	0.9	-9.6
CCN(c1ccccc1)S(=O)(=O)c1ccc(F)c(C(=O)O)c1	3.1	-9.8	0.8	0.1	3.7	0.1	2.5	0.0	9.0
Cc1ccccc1OCC(=O)NC(=S)Nc1ccc2c3c(cccc13)CC2	-0.1	-12.0	-37.1	1.1	-0.1	0.1	4.1	-2.3	18.5
Cc1ccc(Cl)cc1NC(=O)COC(=O)C1CCCC1	0.8	-13.2	10.6	-0.2	-6.9	-0.3	-0.9	-0.6	24.1
C=CCCCOc1ccc(C(=O)O)cc1	1.5	-13.8	-20.0	1.2	-2.5	1.6	1.6	-1.1	4.6
FC(F)(F)c1nnc2ccc(NCc3cccnc3)nn12	0.4	-13.0	-8.1	1.3	0.2	1.5	2.8	1.6	19.6
CCNCc1cc(OCC)c(OCC(=O)NCCc2ccccc2)cc1Cl	-1.0	-3.3	-8.0	1.4	-1.1	0.1	4.1	0.5	-8.4
CCOc1ccccc1-c1nnc(SCC(=O)NC2CC3CCC2C3)n1CC (configuration not stated)	-1.1	-16.7	1.0	-0.4	-3.6	-0.9	1.3	1.1	-4.3
COc1cc(OC)c(OC)cc1/C=N/NC(=S)NCCN1CCOCC1	2.0	-25.8	-76.0	1.2	3.2	0.3	0.1	0.8	-38.7
CC1=NCCN1S(=O)(=O)c1ccc(Br)c(C)c1	-1.0	-4.6	8.0	0.1	-5.3	0.7	1.2	0.1	6.1
COc1ccc(C(=O)Nn2c(SCC(=O)NCc3ccco3)nc3ccccc3c2=O)cc1	-0.6	-12.6	-12.4	1.5	4.0	0.3	9.9	-0.6	-4.5
COc1c2c(nc3ccccc13)OC(C(C)(O)CO)C2 (configuration not stated)	-0.8	-4.0	-29.6	0.4	-2.7	0.3	4.6	-1.3	29.1&8.4
SMILES	TRPN1 ag	S1P4 antag	Calpain2 inh	TRPML3 ag	Ba/F3 V617F tox	PERK inh	BaF3 parental	S1P4 agonist	EP2 modulator
CCCCNC(=O)c1onc(CSc2ccc(C(C)C)cc2)c1C(=O)O	-0.2	17.9	-62.1	0.3	2.5	1.5	-1.4	0.4	-4.4
CC(C)(C)c1ccc(C(=S)N2CCN(c3ccccc3)CC2)cc1	0.4	6.3	13.0	-0.2	-2.2	0.3	-2.0	-1.8	-24.7
O=[N+]([O-])c1ccc(OCCn2cnc3ccccc32)cc1	2.2	6.0	-7.9	0.1	-0.3	0.2	3.3	-0.9	-7.4
O=C(O)CCCN(Cc1cccc(Br)c1)S(=O)(=O)c1ccc(Br)cc1	0.0	1.9	-39.5	0.3	-4.8	0.7	9.0	0.1	-8.5
Cc1cc(=O)oc(C)c1C(=O)N1CCN(C(c2ccccc2)c2ccccc2)CC1	0.3	-14.5	-34.4	0.0	1.6	-1.9	1.8	-0.6	24.0
Cc1cccc(NC(=S)NC2CC3CCCC(C2)N3Cc2ccccc2)c1C (configuration not stated)	-0.6	20.3	-7.7	0.0	4.6	0.2	5.9	0.4	-73.2
CN(Cc1ccccc1)CC(O)COc1ccc(CNCCOc2cccnc2)cc1 (configuration not stated)	1.4	0.6	9.4	1.7	2.0	-0.6	5.3	0.8	-40.6
COc1ccc(-c2nc(CN3CCN(c4ncnc5ccccc45)CC3)c(C)o2)c(OC)c1	5.8	-16.0	-44.6	3.1	-2.3	-0.3	3.2	1.2	-67.4
O=C(CSCc1ccc([N+](=O)[O-])cc1)Nc1ccc(S(=O)(=O)N2CCCCCC2)cc1	2.8	-20.1	13.9	2.3	-3.0	0.2	0.5	-0.6	-7.9
Nc1nnnn1/N=C\c1ccc(Cl)c([N+](=O)[O-])c1	-0.3	-13.9	-3.6	0.1	-0.3	-1.0	-3.1	-0.3	-25.4
Nc1nc2nccc(-c3ccco3)n2n1	-1.2	-12.5	i	0.6	3.8	0.4	1.4	0.3	-7.8
COc1ccc(-c2nc(N3CCC(C)CC3)[nH]c(=O)c2C#N)cc1	0.3	-4.1	8.9	0.8	4.7	0.6	7.9	0.8	5.5
CCN(CC)CCN1C(=O)c2oc3ccccc3c(=O)c2C1c1ccc(C)cc1 (configuration not stated)	-0.4	-1.6	-9.3	0.2	-5.1	-0.7	0.4	0.7	-9.7
O=c1cc(N2CCCCC2)c2ccccc2o1	0.7	0.5	-8.1	0.8	2.0	0.7	10.2	0.0	11.6
CC(=O)c1ccc2c(c1)OCCOCCOCCOCCO2	-0.3	-23.4	5.6	0.3	-1.8	-0.6	0.3	2.1	5.8
Nc1ccc(Cl)c(S(=O)(=O)Nc2cccc(Cl)c2)c1	-0.6	-2.5	-9.3	1.2	-2.5	0.5	0.9	-0.4	-31.7
C=CCN1C(=O)c2ccc(C(=O)OCC(=O)N(C)C3CCCCC3)cc2C1=O	7.8	-2.6	-9.6	4.6	-0.7	0.0	0.7	-0.2	-1.1
COc1ccc(C2C(C(=O)O)CC(=O)N2c2ccc(OC)cc2)cc1 (configuration not stated)	0.4	-1.0	1.5	-0.6	-4.4	1.3	-3.6	3.2	3.1
CC1(c2ccccc2)NC(=O)N(CC(=O)Nc2cccc(C#N)c2)C1=O (configuration not stated)	2.5	-12.2	18.9	0.9	0.1	0.6	6.7	0.6	-6.8
C/C(=N\NC(=O)c1ccc(Cl)cc1)c1cccs1	-0.7	3.5	-5.0	0.4	3.1	0.5	6.3	-0.7	-26.3
Cc1cc(Oc2ccc(OCC(N)=O)nn2)nc(Cl)n1	-1.0	-18.9	-29.9	0.1	-5.1	0.6	5.9	1.9	19.8
Cc1ccc2nc(C)c(C(=O)NN=C3CCCCCC3)n2c1	1.7	-6.0	-22.6	0.8	-1.5	-0.6	1.9	-1.1	12.6
CC(=O)c1cc2cc(O)ccc2o1	0.1	7.2	i	-0.2	-3.4	0.7	1.9	1.8	-0.4
Cc1[nH]nc(-c2ccc(O)c(C)c2O)c1-c1cnn(-c2ccccc2)c1	-0.5	17.7	-31.4	0.5	-3.7	-0.6	1.5	1.5	-36.5
COC(=O)c1sc2nc(C)c([N+](=O)[O-])c(C)c2c1N	0.7	-10.7	17.0	0.3	-2.3	0.3	3.6	1.2	-8.2
SMILES	TRPN1 ag	S1P4 antag	Calpain2 inh	TRPML3 ag	Ba/F3 V617F tox	PERK inh	BaF3 parental	S1P4 agonist	EP2 modulator
COc1ccc(C2SCCN2S(=O)(=O)c2ccccc2)cc1 (configuration not stated)	0.5	-3.8	1.7	-0.3	-3.4	0.1	-3.0	0.6	18.1
Cc1cc(C)c(OCC(=O)Nc2nc3ccccc3[nH]2)c(C)c1	5.9	-8.5	-17.1	3.1	-3.0	0.3	2.0	0.8	-57.8
O=C(NCCc1ccccc1F)C(=O)Nc1nccs1	0.7	23.9	-22.6	-0.5	4.8	-0.3	4.6	-3.0	3.3
Cc1noc(C)c1CSc1nnc(-c2ccncc2)n1-c1cccc(Cl)c1C	2.1	-8.7	8.6	1.6	2.8	-1.0	2.3	0.0	14.8
ClC(/C=N/n1cnnc1)=C/c1ccccc1	1.7	-6.5	-11.2	1.6	-0.3	0.8	-10.4	3.0	-43.1
CC1(C)Cc2c(c(-c3ccccc3)nc3[nH][nH]c(=O)c23)CO1	0.0	-2.7	-13.6	0.4	0.2	0.8	8.7	0.2	23.3
CC(/C=N/NC(=O)c1cc(-c2cccn2C)n[nH]1)=C\c1ccccc1	0.6	5.6	12.7	0.2	2.1	0.3	-3.0	0.5	-55.2
Cc1cc(C)cc(NC(=S)N(CCN2CCCCC2)Cc2ccco2)c1	0.4	-0.5	15.7	0.7	1.7	-0.6	1.0	0.0	31.0
Cc1cc(C)nc(N2C(=O)CC(C(C)c3ccccc3)C2=O)n1 (configuration not stated)	0.1	-15.5	-14.0	0.1	-2.1	0.6	3.2	-1.6	-0.2
O=C(O)c1nn(-c2ccccc2)c(-c2ccccc2)c1C(=O)c1ccccc1	-1.3	-1.8	-2.1	0.9	-1.7	1.2	3.6	0.5	23.2
COC(=O)CN1C(=O)N/C(=C/c2ccc(OC)cc2)C1=O	5.3	4.7	26.7	2.4	-2.5	2.8	-0.6	-1.8	-29.5
CC1=C(C(=O)Nc2ccc(C)cc2C)C(c2ccc(C)o2)NC(=O)N1 (configuration not stated)	3.6	-8.9	-11.4	0.2	1.6	-0.5	3.0	2.0	42.7

Screening data (PubChem BioAssay)

An unsorted share of the library. Share with any hit: about 3.6%.
